Screening data from PubChem BioAssay.
Runt-CBFb FRET = Runt domain-CBFb interaction inhibition | Q01196+Q13951 | Cerulean-Runt/Venus-CBFb FRET ratio 530/480, 1 h | inhibition, % at 20 µM | actives 0.46% (n = 220,000) | AID 1496;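 active means inhibition over about 50% at 20 µM in the single-dose screen, limit read from the data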;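 further: 0% = DMSO wells and 100% = excess unlabeled CBFb competitor control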
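Measured by: fluorescence energy transfer, 422 nm excitation, 530/480 nm emission; Assay system: Cerulean-Runt domain; Medium: Tris pH 7.5 buffer with BSA; Measure: loss of energy transfer signal; Controls: 5 µM unlabeled CBFb as full-inhibition high control; Incubation: protein complex preformed 1 h, compound exposure 1 h, room temperature, dark.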
L929 necroptosis = blocks zVAD induced death of L929 cells | actives 0.38% (n = 220,000) | viability rescue, % at 10 µM | AID 1377 | L929 zVAD necroptosis rescue, ATP luminescence, 24 h; with zVAD 60 µM;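 active means activation, scaled between plate controls, above about 75%, limit read from the data; inactive means activation under that limit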;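 further: 0% = zVAD with DMSO and 100% = DMSO alone without zVAD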
RBBP9 inhibitor = inhibitors of human serine hydrolase RBBP9 | actives 0.2% (n = 220,000) | O75884 | inhibition, % at 7.94 µM | recombinant RBBP9, FP-Rh probe fluorescence polarization | AID 1515;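 active means inhibition above the campaign mean of all tested compounds plus 3 SD, cut at about 14% in these data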;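 further: plate controls were DMSO wells with RBBP9 for no effect and wells lacking RBBP9 protein for full effect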
Target sequence (O75884 whole entry, looked up): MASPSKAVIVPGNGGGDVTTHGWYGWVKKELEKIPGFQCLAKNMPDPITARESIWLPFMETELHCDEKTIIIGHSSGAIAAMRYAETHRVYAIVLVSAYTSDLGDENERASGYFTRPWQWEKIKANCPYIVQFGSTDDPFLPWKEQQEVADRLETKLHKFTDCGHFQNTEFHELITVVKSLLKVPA
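System: RBBP9 protein / Buffer or medium: Tris/NaCl buffer pH 8.0 with 0.1% Pluronic / Probe or stimulus: Serine-hydrolase probe FP-Rh, 375 nM pre-mixing / Dosing: 7.94 µM single dose, 0.794% DMSO / Times: enzyme-compound preincubation 30 min, then probe labeling 45 min, 25 °C / Technique: fluorescence polarization (mP), excitation 525 nm, emission 598 nm / Replication: singlicate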
Hck-Nef inh = human Hck-Nef kinase inhibition; inhibition, % at 20 µM; actives 0.68% (n = 220,000); P08631; Recombinant Hck-YEEI plus Nef, Z-Lyte FRET kinase assay;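 active means Hck-Nef kinase inhibition above about 50%, limit read from the data; inactive means inhibition below that limit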;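 further: 0% = DMSO with Hck plus Nef and 100% = Hck alone without Nef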
Target sequence (P08631 whole entry, looked up): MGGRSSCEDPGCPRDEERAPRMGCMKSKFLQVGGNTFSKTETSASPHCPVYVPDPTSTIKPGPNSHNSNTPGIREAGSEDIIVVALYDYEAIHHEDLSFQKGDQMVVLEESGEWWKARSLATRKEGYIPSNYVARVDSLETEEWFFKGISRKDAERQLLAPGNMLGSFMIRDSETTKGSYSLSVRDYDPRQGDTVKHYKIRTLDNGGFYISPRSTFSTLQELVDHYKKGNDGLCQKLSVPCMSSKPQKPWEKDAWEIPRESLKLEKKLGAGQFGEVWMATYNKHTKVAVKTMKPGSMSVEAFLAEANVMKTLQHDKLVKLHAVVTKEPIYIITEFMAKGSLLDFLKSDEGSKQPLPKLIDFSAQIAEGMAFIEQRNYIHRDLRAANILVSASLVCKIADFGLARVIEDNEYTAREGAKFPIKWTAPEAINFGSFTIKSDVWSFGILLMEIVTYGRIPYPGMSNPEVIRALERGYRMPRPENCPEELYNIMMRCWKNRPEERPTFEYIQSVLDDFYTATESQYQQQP
TNF death inh = inhibitors of TNF-alpha induced necroptosis in Jurkat FADD-/- cells; Jurkat FADD-/- TNF necroptosis rescue, ATP luminescence, 24 h; 0 = TNF only, 100 = no-TNF cells; activation (protection from cell death), % at 10 µM; actives 0.068% (n = 220,000);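 active means activation, meaning protection from cell death, of at least 50% relative to plate controls; inactive means activation below 50%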;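 further: necroptosis triggered by 40 ng/mL TNF-alpha added together with compound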
PERK inhibitor = human PERK inhibition, primary cell-based screen; inhibition, % at 5.6 µM; actives 0.17% (n = 220,000); Q9NZJ5; CHO PERK-DD fusion, SEAP luminescence translation reporter;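 active means inhibition above the mean inhibition of all tested compounds plus 3 SD, set separately per screening campaign, cut at about 2.9% in these data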;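 further: PERK kinase domain activated by AP20187 dimerizer at 100 nM; 0% = DMSO with dimerizer and 100% = rapamycin at 8.4 µM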
EP2 modulator = modulators of human EP2 prostaglandin E2 receptor; EP2-expressing cells, cAMP HTRF FRET, PGE2 co-stimulation; AID 940; induction, % at 25 µM; actives 0.83% (n = 260,000); P43116;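 active means compounds whose cAMP rise, as percent of the full-agonist control response, exceeds 60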;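 further: rat C6 glioma line stably carrying human EP2 under a CMV promoter; the protocol text gives 20 µM as final concentration; 100% = response of wells given 1 µM PGE2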
Target sequence (P43116 whole entry, looked up): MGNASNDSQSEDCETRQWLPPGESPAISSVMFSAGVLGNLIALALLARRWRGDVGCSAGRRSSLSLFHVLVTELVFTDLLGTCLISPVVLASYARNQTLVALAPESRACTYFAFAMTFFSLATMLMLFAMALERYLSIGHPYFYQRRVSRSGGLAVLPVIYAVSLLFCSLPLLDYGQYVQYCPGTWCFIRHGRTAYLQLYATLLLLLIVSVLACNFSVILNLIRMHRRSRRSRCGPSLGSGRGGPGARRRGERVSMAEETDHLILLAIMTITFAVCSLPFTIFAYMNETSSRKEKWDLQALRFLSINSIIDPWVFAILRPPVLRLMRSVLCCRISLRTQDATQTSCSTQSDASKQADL
EP2 antag = EP2 receptor (human) inhibition | inhibition, % at 25 µM | C6 glioma cells expressing human EP2, cAMP TR-FRET; cells stimulated with saturating PGE2 | AID 1422 | actives 0.52% (n = 260,000) | P43116;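 active means percent inhibition above 40 after rounding to a whole number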;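 further: rat C6 glioma host cells with rolipram phosphodiesterase inhibitor present; the protocol text gives 20 µM as final concentration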
Runt-SMMHC FRET = inhibitors of human RUNX1 Runt domain binding to CBFb-SMMHC; Cerulean-Runt/Venus-CBFb-SMMHC FRET ratio 530/480, 1 h; inhibition, % at 20 µM; actives 0.74% (n = 220,000); AID 1434;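 active means mean inhibition across duplicate retests at 20 µM reaching about 50%, limit read from the data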;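 further: 0% = DMSO wells and 100% = wells with excess untagged CBFb-SMMHC; inhibitors lower the FRET ratio by blocking Runt binding to CBFb-SMMHC; some results filed as inactive read as strong as hits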
Active calls of the source: *; nt = no result given; & = joins results of further samples. An excerpt, so the mix of outcomes need not match the whole.

SMILES	Runt-CBFb FRET	L929 necroptosis	RBBP9 inhibitor	Hck-Nef inh	TNF death inh	PERK inhibitor	EP2 modulator	EP2 antag	Runt-SMMHC FRET
CS/C(=N\S(=O)(=O)c1ccc(N)cc1)NS(=O)(=O)c1cccs1	-1.6	-0.3	-7.3	-0.5	-0.5	0.1	8.6	11.5	0.5
CC1=C(CC(=O)O)c2cc(F)ccc2/C1=C\c1ccc(S(C)=O)cc1 (stereo not given)	1.3	-0.4	nt	31.8	0.3	nt	11.7&-9.4&-10.3	9.3&11.7&9.1	-2.0
O=C(CCc1ccccc1)NC(NC(=S)Nc1ccc(Br)cc1)C(Cl)(Cl)Cl (stereo not given)	4.8	-0.1	-14.8	-1.0	-0.7	-0.2	-19.1	11.5	-0.4
C=C(C)CC1N(c2cccc(OC)c2)C(=O)C2C(C(=O)O)C3C=CC21O3 (stereo not given)	1.2	1.3	-8.2	0.2	0.3	-1.1	3.0	6.8	0.5
NC(=O)CSc1nc2ccccc2c(=O)n1Cc1ccco1	3.1	-0.1	-4.4	7.6	-0.5	-0.7	23.9	12.7	13.8
CCOc1cccc(-c2nnc(SCC(=O)Nc3cc(C)ccc3OC)n2N)c1	-3.7	1.1	-10.2	2.1	0.8	-0.6	-5.0	7.6	-4.6
COc1ccc(Oc2nc(-c3ccccc3)ncc2C(=O)O)cc1	-0.8	2.1	-4.9	11.2	0.1	-0.9	24.9	2.6	3.5
CCCCNC(=S)NNC(=O)c1csc(C(C)C)c1	0.0	0.2	5.5	0.8	0.0	0.9	-13.4	2.3	1.7
CN1C(=O)SC(Nc2ccccc2)C1=O (stereo not given)	-1.4	0.4	-7.8	5.8	4.8	0.3	-8.0&17.3	6.7&9.2	1.5
CCOC(=O)c1sc(NC(=O)c2ccc(OC(C)=O)cc2)nc1C	4.0	5.4	-6.2	25.2	-6.4	-0.1	3.5	11.4	5.0
O=C(Nc1ccc2nc3n(c(=O)c2c1)CCCC3)c1ccccc1[N+](=O)[O-]	0.2	0.7	-3.0	2.0	2.4	-0.5	-4.6	3.9	1.2
N#C/C(=C\c1ccc(/C=C(/C#N)c2nn(CCO)c(N)c2C#N)cc1)c1nn(CCO)c(N)c1C#N	-34.4	1.2	-0.6	5.9	-0.7	0.9	-3.7	7.2	-93.6

Three compounds picked at random from the list so far, as already listed:
SMILES	Runt-CBFb FRET	L929 necroptosis	RBBP9 inhibitor	Hck-Nef inh	TNF death inh	PERK inhibitor	EP2 modulator	EP2 antag	Runt-SMMHC FRET
NC(=O)CSc1nc2ccccc2c(=O)n1Cc1ccco1	3.1	-0.1	-4.4	7.6	-0.5	-0.7	23.9	12.7	13.8
CC1=C(CC(=O)O)c2cc(F)ccc2/C1=C\c1ccc(S(C)=O)cc1 (stereo not given)	1.3	-0.4	nt	31.8	0.3	nt	11.7&-9.4&-10.3	9.3&11.7&9.1	-2.0
N#C/C(=C\c1ccc(/C=C(/C#N)c2nn(CCO)c(N)c2C#N)cc1)c1nn(CCO)c(N)c1C#N	-34.4	1.2	-0.6	5.9	-0.7	0.9	-3.7	7.2	-93.6

(more compounds)
SMILES	Runt-CBFb FRET	L929 necroptosis	RBBP9 inhibitor	Hck-Nef inh	TNF death inh	PERK inhibitor	EP2 modulator	EP2 antag	Runt-SMMHC FRET
COc1ccc(C(=O)OCC(=O)NC2CC2)cc1S(=O)(=O)N1CCOCC1	-1.4	-0.6	1.1	20.9	1.0	-0.1	-5.8	6.1	-6.9
COc1cc(NC(=O)Nc2ccc3c(c2)OCO3)cc(OC)c1OC	-0.1	1.0	-3.3	20.7	0.4	0.7	-12.9	5.9	-1.3
O=c1c2[nH]c3ccccc3c2ncn1Cc1cccnc1	1.2	0.1	-7.4	-0.8	-1.8	0.0	0.8	4.9	3.0
Cc1cc(N2CCOCC2)nc2cc(O)ccc12	16.7	1.8	-8.9	3.1	0.1	0.6	8.6	12.1	42.0
O=c1[nH]c(=O)c2ncc(-c3ccc(Cl)cc3)nc2[nH]1	53.8*	1.5	-6.5	-3.7	-0.7	0.7	9.8	7.4	85.3*
CCOC(=O)c1cnc2ccc(OC)cc2c1NCc1ccccc1	-4.3	nt	-5.8	32.0	7.6	-1.0	51.9	3.9	-5.6
CCc1ccc2oc(C(=O)NCc3ccncc3)c(C)c2c1	-2.5	0.1	1.0	8.1	-5.1	-0.1	-50.7	7.0	-3.1
COc1cc(/C=C/C(=O)c2ccc(Cl)s2)cc(OC)c1O	2.6	21.6	-4.0	15.8	-9.7	-0.5	-4.9	7.0	-19.6
COc1ccc(C2(c3ccc(OC)cc3)NC(=O)N(Cn3nnc4ccccc4c3=O)C2=O)cc1	-1.9	0.0	2.2	2.6	-0.6	-0.7	18.9	8.3	-52.8
COC(=O)Cc1n[nH]c(=S)[nH]c1=O	-0.8	0.2	-8.9	0.4	0.1	1.4	17.2	7.4	-4.8
CC(C)(C)c1cc(NC(=O)NN2CCOCC2)nn1-c1c(Cl)cc(Cl)cc1Cl	-0.7	0.2	3.1	-10.0	-2.3	-0.5	-2.9	13.7	-0.5
O=C(COC(=O)CCc1c[nH]c2ccccc12)NCc1ccccc1	-1.3	-0.2	-12.9	-2.1	0.7	0.0	-35.4	7.3	6.1

Runt-CBFb FRET: hit marks shown above
| Structure | Runt-CBFb FRET | RBBP9 inhibitor | Hck-Nef inh | PERK inhibitor | EP2 modulator | Runt-SMMHC FRET |
| --- | --- | --- | --- | --- | --- | --- |
| O=c1[nH]c(=O)c2ncc(-c3ccc(Cl)cc3)nc2[nH]1 | 53.8* | -6.5 | -3.7 | 0.7 | 9.8 | 85.3* |

Three entries out of the list, sorted by number of heavy atoms, largest number first.
SMILES	Runt-CBFb FRET	L929 necroptosis	RBBP9 inhibitor	Hck-Nef inh	TNF death inh	PERK inhibitor	EP2 modulator	EP2 antag	Runt-SMMHC FRET
O=C(COC(=O)CCc1c[nH]c2ccccc12)NCc1ccccc1	-1.3	-0.2	-12.9	-2.1	0.7	0.0	-35.4	7.3	6.1
CCc1ccc2oc(C(=O)NCc3ccncc3)c(C)c2c1	-2.5	0.1	1.0	8.1	-5.1	-0.1	-50.7	7.0	-3.1
COc1cc(/C=C/C(=O)c2ccc(Cl)s2)cc(OC)c1O	2.6	21.6	-4.0	15.8	-9.7	-0.5	-4.9	7.0	-19.6

Further records
SMILES	Runt-CBFb FRET	L929 necroptosis	RBBP9 inhibitor	Hck-Nef inh	TNF death inh	PERK inhibitor	EP2 modulator	EP2 antag	Runt-SMMHC FRET
COC(=O)c1cc(=O)cc(C(=O)OC)o1	-0.3	-0.8	-0.9	-12.3	0.3	0.3	27.2	13.9	1.4
COc1cc(CCCN2C(=O)C(=O)NC[C@@H]2C(C)O)cc(OC)c1OC (stereo not given in full)	0.5	0.4	nt	25.9	1.1	nt	-19.4	9.3	-1.9
CC1CCN(C(=O)C2CCN(S(=O)(=O)c3cccc4nonc34)CC2)CC1	1.0	-0.3	-5.7	-1.3	-4.1	-0.9	9.9	1.0	3.1
COc1ccc(C(=O)NC(=S)Nc2cccnc2)cc1OC	0.4	4.6	-1.6	19.2	0.1	0.8	-84.5&-39.4	10.7&2.2	1.5
Cc1ccc(NC(=O)NNC(=O)Cn2nc(-c3ccccc3)c(-c3ccccc3)c(C#N)c2=O)cc1	-1.5	0.2	-6.0	0.9	-13.5	0.6	37.3	9.0	-1.5
COc1ccc(OC)c(/C=N/NC(=O)c2ccc(=O)[nH]n2)c1	1.1	0.0	-2.7	10.6	-0.1	0.4	-21.4	7.5	0.5
CCOC(=O)C1CCCN(S(=O)(=O)c2ccc(Br)s2)C1 (stereo not given)	-0.4	0.1	-8.4	0.6	-0.2	0.6	-24.9	7.9	-4.5
CC(=O)Nc1ccc(OCC(O)Cn2c3ccccc3c3ccccc32)cc1 (stereo not given)	-0.5	2.1	-5.6	0.3	-0.1	-1.2	-9.6	5.2	0.2
CCOC(=O)C1CCN(C(=O)c2cc3cc(Br)ccc3oc2=O)CC1	-1.7	2.9	1.8	-6.1	0.0	0.1	-1.4	9.9	0.3
Cc1c(C(=O)NCc2ccc3c(c2)OCO3)oc2ccccc12	-2.8	0.0	-8.4	1.8	-2.0	0.3	-69.7	10.4	0.9
CCOc1ccccc1N1CCN(S(=O)(=O)c2ccc3c4c(cccc24)C(=O)N3)CC1	-7.9	0.5	-0.5	2.8	-0.4	-1.2	-9.4	9.3	-10.3
COc1cccc(CN(C)c2nc(-c3cccs3)nc3ccccc23)c1	1.6	1.3	-8.4	0.8	1.4	-0.9	32.1	5.4	-1.5
COc1ccc(OCCCC(=O)NCCc2ccccc2)cc1	-5.8	-0.4	-7.8	3.6	1.1	0.7	-54.7	4.8	1.9
CCCC1CCC(C(=O)n2nc(N)c3cc4ccc(OC)cc4nc32)CC1 (stereo not given)	-0.4	nt	-1.1	2.7	1.2	1.5	26.4	6.6	-12.6
Cc1cc(-c2nc3ccccc3o2)c2ccccc2n1	-1.2	0.1	-8.6	0.0	-1.6	-1.0	24.8	4.8	-4.0
Cc1ccc(NC(=O)C2CC(=O)NC(N3CCc4ccccc43)=N2)cc1 (stereo not given)	2.0	0.3	-2.5	0.7	-5.0	1.0	-0.1	4.4	-5.9
Cc1coc(C)c1C(=O)CC1(O)C(=O)N(C)c2ccc(Cl)cc21 (stereo not given)	5.1	0.1	-2.1	-4.8	-1.5	0.5	8.0	5.0	-2.6
COc1ccc(CNC(=O)C(C)Cc2ccccc2)cc1O (stereo not given)	-0.6	1.6	1.0	-1.3	1.1	1.3	21.1	9.5	3.6
O=C(/C=C/c1ccccc1)N1CCC(Cc2ccccc2)CC1	-4.4	0.9	-4.4	1.3	0.4	2.0	-40.2	nt	-1.3
O=C(Nc1ccc(Cl)cc1)Nc1nnc(CSc2ccc(Cl)cc2)s1	3.0	1.2	-8.0	-0.3	1.9	-0.2	1.6	1.4	1.6
O=C(CCc1ccc(S(=O)(=O)NCCc2ccccc2)cc1)N1CCN(Cc2ccc3c(c2)OCO3)CC1	-6.2	0.4	0.5	2.5	-3.6	-0.2	-23.8	6.0	1.7
COC(=O)CNc1nc(C2CC2)nc2c1nnn2Cc1ccccc1Cl	-4.5	-0.4	0.1	-0.4	-1.5	-0.7	43.1	5.9	-5.8
CC(=O)N1CCN=C1SCc1ccc(Cl)cc1	0.4	21.0	-2.1	-1.4	1.7	1.6	11.5	13.0	1.3

Some of these compounds in order of the Runt-SMMHC FRET value, largest number first.
SMILES	Runt-SMMHC FRET
O=C(CCc1ccc(S(=O)(=O)NCCc2ccccc2)cc1)N1CCN(Cc2ccc3c(c2)OCO3)CC1	1.7
O=C(Nc1ccc(Cl)cc1)Nc1nnc(CSc2ccc(Cl)cc2)s1	1.6
Cc1coc(C)c1C(=O)CC1(O)C(=O)N(C)c2ccc(Cl)cc21 (stereo not given)	-2.6
Cc1cc(-c2nc3ccccc3o2)c2ccccc2n1	-4.0
